Screens deposited in PubChem BioAssay by National Center for Advancing Translational Sciences (NCATS).
Menin-MLL TR inh = menin-MLL binding inhibition, Texas Red mutant peptide; O00255; Potency, µM (highest dose often 61.6 µM), for inactives: top-dose FP activity change, negative = inhibition, most hits filed as inhibitors; actives 0.23% (n = 270,000); Menin + Texas Red MLL mutant peptide, fluorescence polarization; active = well fitted inhibition curve with a large enough effect in the polarisation, with a control signal flat, not every such curve was filed as active; inconclusive = small, poorly fitted or top-dose-only effect, or effect the other way, or a change in a side signal; inactive = no such curve, though single readings can be large or run the other way; the % refers to the polarisation; note: potency is the fitted concentration of half-maximal effect; % of control where 0% means no effect; many of its hits are not listed in these tables
Target sequence (O00255 whole entry, looked up): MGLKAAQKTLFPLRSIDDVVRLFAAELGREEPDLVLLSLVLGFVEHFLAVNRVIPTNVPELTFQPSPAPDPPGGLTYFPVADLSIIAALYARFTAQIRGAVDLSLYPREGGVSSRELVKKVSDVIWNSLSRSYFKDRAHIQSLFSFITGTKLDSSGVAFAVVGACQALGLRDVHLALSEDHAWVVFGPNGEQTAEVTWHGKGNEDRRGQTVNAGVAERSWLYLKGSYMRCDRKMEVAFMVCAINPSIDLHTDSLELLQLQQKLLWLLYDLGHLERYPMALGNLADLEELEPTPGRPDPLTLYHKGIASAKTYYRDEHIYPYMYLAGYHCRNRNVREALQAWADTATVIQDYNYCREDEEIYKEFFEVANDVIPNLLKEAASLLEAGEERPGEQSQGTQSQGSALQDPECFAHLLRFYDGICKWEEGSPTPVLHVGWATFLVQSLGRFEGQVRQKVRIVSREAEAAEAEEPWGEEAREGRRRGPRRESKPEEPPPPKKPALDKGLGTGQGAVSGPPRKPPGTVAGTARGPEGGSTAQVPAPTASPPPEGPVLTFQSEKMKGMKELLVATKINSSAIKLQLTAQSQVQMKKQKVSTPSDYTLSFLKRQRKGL
PKM2 activator = activators of human pyruvate kinase M2. P14618. purified PKM2, Kinase-Glo ATP luminescence, activation; response scale: 0% is enzyme alone, no compound. Potency, µM (series often up to 57.5 µM), for the others: top-dose activation, actives largely listed as activators. actives 0.34% (n = 260,000). AID 1631; note: potency is the fitted concentration of half-maximal effect; % is set by controls: 0 for no effect and ±100 for the full control effect; nearly all actives have a fitted effect of over 55% in size
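Purified hPK-M2 (>95%) run at intermediate activity with 0.1 mM ADP and 0.5 mM PEP in 50 mM imidazole pH 7.2, KCl, MgCl2; 1 h room temperature. ATP formed read by Kinase-Glo luminescence; normalized to uninhibited and no-enzyme controls.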
ELG1 DNA repair = inhibitors of ELG1-dependent DNA repair in HEK293T cells | AID 504467 | actives 2.3% (n = 330,000) | HEK293T ELG1-luciferase reporter, luminescence, 16 h; DNA damage induced by 5-fluorouridine | Potency, µM (highest dose often 46.1 µM), for the others: at the highest dose activity change, negative = inhibition, usual class: inhibitors; note: potency is the fitted concentration of half-maximal effect; % is set by controls: 0 for no effect and ±100 for the full control effect; nearly all actives have a fitted effect of over 55% in size
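HEK293T cells expressing luciferase-tagged ELG1 (2,000/well) received 5-Fluorouridine plus compound or DMSO for 16 hr at 37 °C. Luciferase was read by ONE-Glo luminescence after 30 min at room temperature.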
Rab9 promoter act = Rab9 promoter activation; Potency, µM (top dose mostly 9.22 µM), without a hit: top-dose activation, negative = inhibition, usual class: activators; AID 485297; actives 2.8% (n = 320,000); Huh7 Rab9 promoter-luciferase reporter, luminescence, 24 h; note: potency is the fitted concentration of half-maximal effect; % of control where 0% means no effect; nearly all actives have a fitted effect of over 60% in size
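Luminescence from Amplite-detected luciferase (10 minutes, ambient) reports Rab9 promoter activation. Before that, stable Rab9-luciferase Huh7 cells (1500/well, reduced-serum OP-MEM I plus 10% FBS) were exposed to compound for 24 hours at 37C.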
RORg inh = inhibitors of mouse ROR gamma transcriptional activity. Potency, µM (titrated, usually from 53.6 µM), without a hit: top-dose activity change, negative = inhibition, hits mostly inhibitors. Drosophila S2 Gal4-RORgamma UAS-luciferase reporter, 20 h. actives 5.4% (n = 310,000); note: potency is the fitted concentration of half-maximal effect; % is set by controls: 0 for no effect and ±100 for the full control effect; nearly all actives have a fitted effect of over 60% in size
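Drosophila S2 cells stably expressing Gal4-DBD/mouse RORγ fusion under metallothionein promoter plus UAS-luciferase; compound 1 h, then 700 uM CuSO4 induction for 20 h at ambient temperature; inhibition read as reduced luminescence.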
NPC1 prom act = activators of NPC1 promoter | Huh7 NPC1 promoter luciferase reporter, 24 h | Potency, µM (titrated, usually from 9.22 µM), for inactives: at the highest dose activation, usual class: activators | actives 2.4% (n = 320,000) | AID 485313;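 note: potency is the fitted concentration of half-maximal effect; % of control where 0% means no effect; nearly all actives have a fitted effect of over 60% in size; reporter is driven by a mutant NPC1 promoter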
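Huh7 reporter cells (NPC1 promoter driving luciferase) are dosed with compound for 24 h at 37 °C, 5% CO2; luciferase detection reagent is then added and luminescence measured after 10 min at ambient temperature.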
FLuc counter = counter-screen for miR-21 project: firefly luciferase inhibitors or activators; purified FLuc, Km substrates, luminescence inhibition; Potency, µM (highest dose often 57.5 µM), inactives show top-dose activity change, negative = inhibition, hits mostly inhibitors; actives 6.9% (n = 360,000); AID 588342;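 note: potency is the fitted concentration of half-maximal effect; plate controls were vehicle for no effect and reference inhibitor for full effect; nearly all actives have a fitted effect of over 55% in size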
Target sequence (P08659 whole entry, looked up): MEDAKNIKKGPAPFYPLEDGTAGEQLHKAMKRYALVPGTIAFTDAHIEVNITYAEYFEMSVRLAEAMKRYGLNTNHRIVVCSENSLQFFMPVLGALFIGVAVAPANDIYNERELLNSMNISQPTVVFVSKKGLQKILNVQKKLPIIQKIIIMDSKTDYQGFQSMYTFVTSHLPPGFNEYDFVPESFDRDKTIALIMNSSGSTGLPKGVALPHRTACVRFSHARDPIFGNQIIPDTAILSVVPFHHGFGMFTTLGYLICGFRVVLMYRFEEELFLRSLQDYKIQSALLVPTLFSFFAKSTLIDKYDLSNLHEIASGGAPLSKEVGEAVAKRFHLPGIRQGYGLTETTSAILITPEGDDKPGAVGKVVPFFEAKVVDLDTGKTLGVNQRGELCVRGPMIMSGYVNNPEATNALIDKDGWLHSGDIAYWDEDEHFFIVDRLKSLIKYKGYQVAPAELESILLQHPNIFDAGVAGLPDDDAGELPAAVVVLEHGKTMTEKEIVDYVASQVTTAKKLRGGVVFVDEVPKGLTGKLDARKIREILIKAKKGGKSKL
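Purified P. pyralis luciferase, 10 nM final, with Km-level 10 uM D-luciferin and 10 uM ATP in 50 mM Tris acetate pH 7.5, 10 mM Mg acetate, 0.01% Tween-20, 0.05% BSA; 6-point qHTS titration about 60 µM downward; luminescence read.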
MBNL1 CUG block = inhibitors of human MBNL1 binding to CUG repeat RNA; Q9NR56; TR-FRET MBNL1-His/biotin-(CUG)12 binding, 665/545 ratio; Potency, µM (titrated, usually from 57.5 µM), for inactives: at the top dose activity change, negative = inhibition, actives largely listed as inhibitors; actives 0.036% (n = 280,000); AID 2675; active = well fitted inhibition curve with a large enough effect in the signal ratio, with a control signal flat, not every such curve was filed as active; inconclusive = small, poorly fitted or top-dose-only effect, or effect the other way, or a change in a side signal; inactive = no such curve, though single readings can be large or run the other way; the % refers to the signal ratio; note: potency is the fitted concentration of half-maximal effect; % is set by controls: 0 for no effect and ±100 for the full control effect
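Compound titration spanned 92 nM–58 uM against the MBNL1-His/biotin-(CUG)12 complex. After 60 min at room temperature with 5 nM streptavidin-XL665 and 0.055 ng/ul terbium anti-His, ratiometric 665/545 nm emission (Ex 340 nm) normalized to controls.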
Mito fusion yeast = mitochondrial division inhibition or fusion activation; S. cerevisiae fusion-defective mutant growth rescue, CellTiterGlo 48 h; Potency, µM (top dose mostly 46.1 µM), for inactives: at the highest dose growth rescue (activation), most hits filed as activators; actives 0.23% (n = 320,000);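 note: potency is the fitted concentration of half-maximal effect; % of control where 0% means no effect; nearly all actives have a fitted effect of over 45% in size; temperature-sensitive fusion mutants such as fzo1-1 at 37 °C on non-fermentable ethanol glycerol medium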
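Read-out: ATP-based luminescence (CellTiterGlo, 10 min ambient) reporting growth of fusion-defective ts yeast after 48 hours at 37C on glycerol/ethanol YPEG medium in the presence of compound.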
KCNH2 3.1 inh = inhibitors of human KCNH2 3.1 potassium channel isoform | activity change, % (tested at about 1.8 µM) | actives 0.95% (n = 340,000) | AID 720553 | U2OS KCNH2 3.1, thallium flux FluxOr; stronger effect = lower value;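 active = maximum activity change below -70%; inconclusive = maximum activity change from -70% to -50%; inactive = maximum activity change above -50%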;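 note: thallium influx rate constant from kinetic fluorescence after stimulation buffer; % is set by controls: 0 for no effect and ±100 for the full control effect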
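Channel expression came from 3.1 mutant virus (1.77 x 10^8 /mL) applied to suspended U2OS cells for 4 h. Flux was tracked with FluxOr dye plus Red40 quencher, and kinetic rate constants normalized to controls.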
Gal4-VP16 FLuc = counter-screen for ROR gamma inhibitors: Gal4-VP16 reporter. Drosophila S2 Gal4-VP16 UAS-luciferase, luminescence, 20 h. Potency, µM (doses to about 53.6 µM), without a hit: at the top dose activity, negative = inhibition, hits mostly inhibitors. actives 3.5% (n = 310,000). AID 2546;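 note: Gal4-VP16 expression switched on by copper sulfate through the metallothionein promoter; potency is the fitted concentration of half-maximal effect; % is set by controls: 0 for no effect and ±100 for the full control effect; nearly all actives have a fitted effect of over 50% in size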
The depositor's hits bear a star; ? = inconclusive; . = not tested or not shown; [ ] = dose if it differs, or a comment. Unless noted, calls come from the whole dose curve; as a rule, active = well fitted curve in the direction sought with a large enough effect; inconclusive = small, poorly fitted or top-dose-only effect, or another doubt; inactive = no such curve, though single readings can be large; an effect the other way counts as inactive or inconclusive. Not all compounds are listed (hit frequency here may not be typical).

SMILES	Menin-MLL TR inh	PKM2 activator	ELG1 DNA repair	Rab9 promoter act	RORg inh	NPC1 prom act	FLuc counter	MBNL1 CUG block	Mito fusion yeast	KCNH2 3.1 inh	Gal4-VP16 FLuc
CCOC(=O)c1sc(N2C(=O)C(O)=C(C(=O)c3ccco3)C2c2ccc(C)o2)nc1C (stereo unspecified)	?	?	-3%	-1%	1%	0%	3%	30%	-4%	12	27%
Nc1nc(NCc2ccco2)nc(N2CCN(Cc3ccccc3)CC2)c1[N+](=O)[O-]	.	-1%	?	-18%	?	-6%	2%	.	12%	-27	16%
CC(=O)c1ccc(NC(=O)CN(c2c(C)cccc2C)S(C)(=O)=O)cc1	3%	2%[11.5 µM]	?	?	29%	?	?	20%	6%	0	4%
CCN(C(=O)Cn1c([N+](=O)[O-])cnc1C)c1ccccc1	0%	-7%	-5%	0%	-20%	3%	11%	10%	1%	-11	3%
CCOCCOc1cccc(C(=O)NC(c2ccccc2)C(C)C)c1 (stereo unspecified)	-1%	-4%	3%	2%	-1%	0%	-1%	-2%	5%	-3	4%
CC1CCN(C2=NC(=O)/C(=C/c3cn[nH]c3-c3ccccc3)S2)CC1	15%	-18%	?	0%	22%	4%	?	9%	9%	-13	-16%
Cc1ccc(Cn2c(N3CCNCC3)nc3c2c(=O)[nH]c(=O)n3C)cc1	-6%	-1%	-2%	-4%	-16%	-3%	8%	2%	-1%	2	2%
Cc1cc(N/N=C/c2ccncc2)nc2ccccc12	-11%	22%	?	2.8µM*	?	?	11µM*	?	1%	-1	-2%
O=C(CSc1nccn1Cc1ccco1)Nc1ccccc1F	3%	-11%	29%	17%	17%	?	?	-4%	-4%	-9	-5%
C=CCn1c(C)cc(C(=O)COc2ccc(C)nc2[N+](=O)[O-])c1C	0%	-9%	?	-4%	33%	-1%	?	.	0%	17	-3%
Cc1ccc(C(=O)Nc2c(C#N)c(C)c(C)n2Cc2ccccc2)cc1	9%	0%	-12%	3%	-20%	2%	-1%	5%	-2%	-25	1%
Cc1ccc(S(=O)(=O)/N=C2/NC(=O)/C(=C/c3ccc(Br)o3)S2)cc1	?	5%	-5%	-4%	21%	-2%	-2%	.	9%	4	-9%
CC1(C)Cc2c(sc3ncnc(NNC(=S)NCc4ccccc4)c23)CO1	0%	-3%	-30%	-15%	2.2µM*	-13%	0%	10%	-5%	5	3.2µM*
O=C(NC1CCCCC1)N1CCC(c2nc3ccccc3[nH]2)CC1	0%	-4%	-6%	-5%	4%	-1%	-1%	-5%	-1%	11	8%
Cc1ccc(-n2c(SCC(=O)NCCC3=CCCCC3)nc3n[nH]c(C)c3c2=N)cc1Cl	?	.	4%	1%	-37%	-2%	-1%	50%[activator]	2%	-5	-23%
CCOC(=O)c1c(NC(=S)Nc2ccc(OCC)cc2)sc2c1CCN(C)C2	.	1%	?	-2%	-30%	-1%	?	.	4%	12	16%
Cc1cccc(C)c1NC(=O)CN1C(=O)C2CC=CCC2C1=O (stereo unspecified)	.	.	8%	-3%	.	-2%	5%	.	3%	-1	.
COC(=O)c1cc(S(=O)(=O)Nc2cc(S(=O)(=O)N(C)C)ccc2C)oc1C	.	1%	9%	-3%	4%	-1%	1%	-8%	0%	9	4%
COc1cc(CCC(=O)OCC(=O)Nc2ccccc2C#N)cc(OC)c1OC	-6%	-1%	10%	1%	1%	3%	0%	.	-2%	-11	6%
O=C(O)CCCC(=O)NNc1ncnc2ccccc12	9%	-2%	2%	-3%	?	-3%	-7%	-6%	-1%	11	-1%
Cc1nc(SCc2cccc(C(=O)O)c2)nc2c1CCCC2	-16%	0%	?	3%	?	21%	8.5µM*	2%	12%	-19	-20%
C=CCNC(=S)NNC(=O)c1cccc2ccccc12	.	-7%	3%	1%	1.1µM*	1%	-1%	-9%	-12%	19	-27%
CC(C)[C@H](NC(=O)NCc1ccco1)C(=O)O	4%	-3%	-4%	0%	-18%	-1%	1%	-4%	-3%	-2	-8%
Cc1cccnc1NC(=O)Cn1c(=O)oc2ccccc21	.	0%	?	3%	14%	2%	-7%	-5%	3%	-3	-18%
O=C(NN(C(=O)c1ccccc1)c1ccccc1)c1ccccc1	.	0%	-5%	-8%	2%	1%	0%	-1%	0%	-15	19%
(next part)
SMILES	Menin-MLL TR inh	PKM2 activator	ELG1 DNA repair	Rab9 promoter act	RORg inh	NPC1 prom act	FLuc counter	MBNL1 CUG block	Mito fusion yeast	KCNH2 3.1 inh	Gal4-VP16 FLuc
Cc1ccc(C(=O)Cn2nc(C(=O)O)c3ccccc3c2=O)cc1C	.	-7%	0%	13%	-24%	4%	6.7µM*	-5%	0%	-3	-3%
Cn1cc(Cl)c(C(=O)N(Cc2ccccc2)c2ccccn2)n1	10%	-4%	-1%	-2%	20%	0%	-1%	2%	1%	-5	-5%
C#CCOCCOCCOCCNc1nc(N2CCOCC2)nc(N2CCN(C(=O)[C@H](CCCCN)n3cc([C@@H](N)CO)nn3)CC2)n1	2%	0%	-13%	4%	-14%	-5%	-2%	-4%	-2%	23	-1%
Cc1ccccc1-c1nnc(SCC(=O)N(CC(C)C)c2c(N)n(CC(C)C)c(=O)[nH]c2=O)n1C	.	-1%	-13%	0%	0%	-3%	1%	-7%	1%	3	3%
CC(=O)Nc1ccc(-c2ccc3nnc(C)n3n2)cc1	-3%	-6%	?	2%	-26%	-5%	2%	?	3%	8	-14%
O=C(CN1CCOCC1)Nc1ccc(S(=O)(=O)N2CCCCCC2)cc1	0%	-4%	-8%	-3%	-22%	-1%	4%	4%	-3%	2	-3%
O=C1C2C3C=CC(C3)C2C(=O)N1c1ccc(-c2nc3ccccc3c(=O)o2)cc1 (stereo unspecified)	24%	3%	10%	3%	-9%	-2%	9.5µM*	-5%	-7%	-4	-3%
CCOC(=O)C1CCCN(Cc2ccc3c(c2)OCO3)C1 (stereo unspecified)	-6%	-2%	1%	-7%	44%	-4%	8%	-2%	-2%	10	5%
C=CCn1c(O)c(C(CC)=NCCN2CCOCC2)c(=O)[nH]c1=O	5%	-1%	5%	-8%	0%	0%	-2%	1%	-4%	6	7%
Cc1cccc2cc(CN(Cc3ccc(F)cc3)C(=O)N3CCOCC3)c3nnnn3c12	31%[activator]	1%	1%	4%	4%	3%	2%	-4%	1%	-13	0%
Cn1nc(C(F)(F)F)cc1C(=O)Nc1ccc(Cl)cc1	.	5%	-19%	-4%	24%	-4%	4%	2%	4%	1	-7%
CN1CCN(c2nc(-c3ccccc3Cl)nc3ccccc23)CC1	4%	.	6%	-1%	-16%	-3%	0%	2%	-4%	-5	3%
O=C(NNc1c2ccccc2nc2ccccc12)c1ccc(Cl)cc1	?	.	0%	-7%	12%	-10%	-13%	6%	11%	4	-19%
CC(C)(CO)CNC(=O)CCc1nnc(CCCc2ccccc2)o1	-1%	-1%	?	12%	15%	-1%	-15%	0%	2%	-12	-18%
COC(=O)C(C)n1cnc2c(nnn2-c2cccc(Cl)c2)c1=O (stereo unspecified)	1%	-11%	7%	3%	-24%	-2%	-12%	-9%	-4%	-7	5%
CC(C)N(C(=O)Cn1c(SCC(=O)Nc2nccs2)nc2ccccc21)C(C)C	-3%	-4%	5%	1%	-25%	-3%	1%	-8%	-3%	-2	-12%
Cc1ccc(CC2S/C(=N/N=C/c3ccco3)NC2=O)cc1 (stereo unspecified)	-5%	3%	3%	-3%	1.4µM*	0%	-12%	-4%	-3%	-11	11µM*
Cc1cc(Br)c(NC(=O)COC(=O)C2CC2C)c(Br)c1 (stereo unspecified)	-2%	-12%	11%	-1%	25%	0%	-5%	-3%	-4%	12	-11%
Cc1cc(C)c2c(CC(=O)NC3CCS(=O)(=O)C3)coc2c1 (stereo unspecified)	4%	.	17%	-4%	11%	-7%	4%	-8%	-4%	21	-6%
Fc1ccc(NC(=S)N/N=C/c2cccc(Br)c2)c(F)c1	-5%	1%	0%	-5%	0.71µM*	1%	3%	2%	-7%	-2	2.5µM*
Cc1ccc(S(=O)(=O)N(C)C)cc1NC(=O)COC(=O)c1c(-c2ccccc2)noc1C	.	.	-23%	0%	.	-2%	3%	.	-1%	-8	.
CCC(=O)c1c[nH]c(C(=O)NCc2cccnc2)c1	2%	-1%	25%	-1%	-21%	-7%	2%	-4%	-3%	6	-4%[10 µM]
CCCCn1nc2cc(C(=O)NCC34CC5CC(CC(C5)C3)C4)ccc2c1OC	?	0%	?	-3%	0%	-7%	-3%	4%	7%	19	-12%
